NTR1 agonist: agonists of NTR1, primary screen, imaging, U2OS cells, beta-arrestin-GFP, high content (AID 493036); Neurotensin receptor type 1 (Homo sapiens), P30989; NTR1-U2OS beta-arrestin-GFP spot imaging, agonist mode; activation, % at 20 µM; 0.17% of 330,000 active;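 active means activation at or above 40% of the spot to cytoplasm intensity ratio, with at least 20 cells analyzed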;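 further: 0% = DMSO without peptide and 100% = 100 nM NTR1 peptide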
Target sequence (P30989 whole entry, looked up): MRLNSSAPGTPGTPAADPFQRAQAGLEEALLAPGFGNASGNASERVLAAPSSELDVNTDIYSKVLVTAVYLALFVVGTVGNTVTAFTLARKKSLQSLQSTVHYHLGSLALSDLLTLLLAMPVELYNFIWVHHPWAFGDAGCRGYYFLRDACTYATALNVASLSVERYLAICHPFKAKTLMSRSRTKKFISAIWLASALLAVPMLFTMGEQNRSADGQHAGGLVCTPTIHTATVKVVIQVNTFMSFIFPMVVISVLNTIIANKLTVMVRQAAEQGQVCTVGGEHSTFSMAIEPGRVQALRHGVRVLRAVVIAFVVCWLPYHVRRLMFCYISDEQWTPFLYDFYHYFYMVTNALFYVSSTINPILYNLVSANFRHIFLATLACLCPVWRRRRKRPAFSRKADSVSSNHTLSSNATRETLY
West Nile antiviral: West Nile virus antiviral activity, cell-based, CPE readout (AID 1621) | West Nile virus-infected cells, CPE inhibition; higher % means a stronger effect | CPE inhibition, % at 10 µM; hits with a dose series show IC50 in µM | 0.02% of 290,000 active; in the data active means a potency from the dose series; further: strong numbers were not always called active
KOR beta-arrestin-1: KOR agonists, beta-arrestin recruitment, primary screen, cell-based, luminescence, uHTS (AID 1777). Kappa-type opioid receptor (Homo sapiens). KOR beta-arrestin recruitment, luminescence; higher % means a stronger effect. activation, % at 10 µM; hits with a dose series show EC50 in µM. 0.02% of 280,000 active; in the data active means activation above about 50%, passing the limit was not always enough; further: a part of the inactive calls stands beside numbers as strong as those of hits
KOR beta-arrestin-2: KOR antagonists, beta-arrestin recruitment, cell-based, luminescence, uHTS (AID 1778) | Kappa-type opioid receptor (Homo sapiens) | KOR beta-arrestin recruitment, luminescence, antagonist mode; higher % means a stronger effect | one-dose inhibition, % at 10 µM; IC50 in µM for titrated hits | 0.091% of 290,000 active; in the data active means inhibition above about 50%; further: strong numbers were not always called active
T cell HTS: modulators of CD8 T cell-vesicle binding, primary screen, mouse 2C CD8+ T cells, flow cytometry | 2C CD8+ T cell-vesicle binding; active compounds read low | AID 2052, 2009 | 0.068% of 330,000 active | calls only at 7 µM;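 active means response, share of CD8 T cells binding vesicles, and their 90th percentile fluorescence all below set limits, cut at about 80% in these data, passing the limit was not always enough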
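Material: murine 2C transgenic CD8+ T lymphocytes / Also added: QL9-peptide-loaded Drosophila micro-vesicles bearing Ld, ICAM-1 and B7-1 / Schedule: binding step 1.5 h, 37 °C, antibody labelling 20 min, ice / Signal: flow cytometry, PE anti-B7-1 (FL2) versus Alexa647 anti-CD8 (FL8), PFA-fixed / Evaluation: percent CD8+ FL2 mean versus row control / Benchmarks: naked versus QL9-loaded vesicles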
GPR55 antagonists: GPR55 antagonists blocking LPI-driven arrestin recruitment, primary screen, imaging, U2OS, beta-arrestin-GFP, LPI agonist (AID 2013); G-protein coupled receptor 55 (Homo sapiens); U2OS GPR55 beta-arrestin-GFP translocation imaging, LPI antagonism; higher % means a stronger effect; inhibition, % at 10 µM, or IC50 in µM where a hit was titrated; 0.13% of 290,000 active;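 active means spots per cell inhibited over 60%, with over 100 cells counted and total cytoplasm intensity under 500,000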;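 further: U2OS cells stably carrying GPR55 and arrestin-GFP stimulated by 5 µM LPI near EC80; imaged beta-arrestin-GFP aggregate spots per cell after agonist stimulation; plate controls were LPI-stimulated DMSO wells for no effect and DMSO wells without LPI for full effect; some results filed as inactive read as strong as hits; confirmed hits need IC50 under 10 µM and bright autofluorescent wells are also inconclusive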
GPR35 antagonists: GPR35 antagonists blocking zaprinast-driven arrestin recruitment, primary screen, imaging, U2OS, beta-arrestin-GFP, zaprinast agonist (AID 2058); G-protein coupled receptor 35 (Homo sapiens); U2OS GPR35 beta-arrestin-GFP translocation imaging, zaprinast antagonism; higher % means a stronger effect; inhibition, % at 10 µM; hits with a dose series show IC50 in µM; 0.052% of 290,000 active;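 active means inhibition of at least 50% with at least 30 cells and total cytoplasm GFP at most 10,000,000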
GPR55 beta-arrestin: GPR55 agonists via beta-arrestin recruitment, primary screen, imaging, U2OS cells, beta-arrestin-GFP redistribution (AID 1961); G-protein coupled receptor 55 (Homo sapiens); U2OS GPR55 beta-arrestin-GFP redistribution imaging; higher % means a stronger effect; 0.048% of 290,000 active; one-dose activation, % at 10 µM; EC50 in µM for titrated hits;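 active means activation above 40% with more than 50 cells counted in the well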;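 further: U2OS osteosarcoma cells stably expressing GPR55 and beta-arrestin-GFP; plate controls were DMSO negative control for no effect and LPI positive control for full effect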
Salmonella PhoP GFP: inhibitors of PhoP regulon expression, primary screen, Salmonella Typhimurium, GFP reporter (AID 1863); S. Typhimurium PhoP-regulated promoter GFP reporter, 4 h; higher % means a stronger effect; inhibition, % at 50 µM; hits with a dose series show IC50 in µM; 0.16% of 300,000 active;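 active means inhibition over 29.93%, a cutoff 3 SD above the screen mean, later confirmed by dose response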;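 further: 0% = low Mg2+ inducing control and 100% = high Mg2+ repressing control; strong numbers were not always called active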
T cell HTS vesicle-bound %: recorded beside T cell HTS, whose call it bears; double positive events, %; measured here: CD8+ vesicle-bound cell fraction;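 binding gate set so that unloaded-vesicle control wells show 10% double positive cells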
NTR1 agonist cell count 20 µM: further read-out of NTR1 agonist, marked with its call; cell count; measured here: cell count, cytotoxicity flag
Starred values were filed as active, the others as inactive; i = inactive; / = no result given; [ ] = another dose, or the depositor's remark.

Sample of the layout (3 entries):
cpd	Compound	NTR1 agonist	NTR1 agonist cell count 20 µM	West Nile antiviral	KOR beta-arrestin-1	KOR beta-arrestin-2	T cell HTS
1	CC(C)N1CCN(C(=O)c2cccc(Cl)c2)CC1	1.6	59	0.1%	-2.4%	-53%[20 µM]	i
2	CCOc1cc(/C=C2\SC(=S)N(C(C(=O)O)c3ccccc3)C2=O)ccc1O (centres undefined)	1.3	64	0.4%	-2.8%	/	i
3	COc1ccc(-c2ncncc2-c2ccc(Cl)cc2)c(O)c1	2.6	47	-0.7%	-2.8%	10%	i

cpd	T cell HTS vesicle-bound %	GPR55 antagonists	GPR35 antagonists	GPR55 beta-arrestin	Salmonella PhoP GFP
1	62	1%	-15%	-0.4%	-7%
2	17	12%	21%	-0.2%	-1%
3	32	-5%	-11%	-0.1%	-5%

Results, repeating the preview:
cpd	Compound	NTR1 agonist	NTR1 agonist cell count 20 µM	West Nile antiviral	KOR beta-arrestin-1	KOR beta-arrestin-2	T cell HTS
1	CC(C)N1CCN(C(=O)c2cccc(Cl)c2)CC1	1.6	59	0.1%	-2.4%	-53%[20 µM]	i
2	CCOc1cc(/C=C2\SC(=S)N(C(C(=O)O)c3ccccc3)C2=O)ccc1O (centres undefined)	1.3	64	0.4%	-2.8%	/	i
3	COc1ccc(-c2ncncc2-c2ccc(Cl)cc2)c(O)c1	2.6	47	-0.7%	-2.8%	10%	i
4	CCN1C/C(=C/c2sccc2C)c2nc3ccccc3c(C(=O)O)c2C1	-1.1	69	0.4%	11%	-5%	i
5	CCOC(=O)C1CCN(C(=O)c2sccc2Cl)CC1	-0.1	43	0.2%	-0.2%	-18%	i
6	Cc1cc(C)nc(SCC(=O)N/N=C\C(Br)=C\c2ccccc2)n1	5.6	96	-1.2%	0.4%	8%	i
7	CNC(=S)N/N=C/c1c(C)nn(-c2cccc(Cl)c2)c1Cl	3.4	119	-0.6%	7.1%	-4%	i
8	CC(C)(CO)NCc1cccs1	-1.2	87	0.2%	-0.9%	11%[20 µM]	i

cpd	T cell HTS vesicle-bound %	GPR55 antagonists	GPR35 antagonists	GPR55 beta-arrestin	Salmonella PhoP GFP
1	62	1%	-15%	-0.4%	-7%
2	17	12%	21%	-0.2%	-1%
3	32	-5%	-11%	-0.1%	-5%
4	45	9%	-6%	0.0%	-1%
5	47	6%	-9%	0.0%	-9%
6	61	10%	-5%	0.1%	3%
7	59	4%	-19%	0.5%	3%
8	41	12%	29%	-0.1%	/

More results follow:
cpd	Compound	NTR1 agonist	NTR1 agonist cell count 20 µM	West Nile antiviral	KOR beta-arrestin-1	KOR beta-arrestin-2	T cell HTS
9	Cc1cc(=O)[nH]c(SCC(=O)N2CCC(C(N)=O)CC2)n1	-0.4	49	0.5%	-6.0%	18%	i
10	C=CCn1c(SCC(=O)NCC2CCCO2)nc2sc(C)c(C)c2c1=O (centres undefined)	2.6	62	-0.8%	3.0%	16%	i
11	CCOc1cc(CNCCCN2CCOCC2)ccc1OCC(=O)NC(C)(C)C	0.0	39	-0.3%	/	10%[20 µM]	i
12	CCOC(=O)c1cc(-c2ccc(N3CCOCC3)cc2)nn1-c1ccc(F)cc1F	0.3	49	-0.9%	0.8%	22%	i
13	Cc1ccc2[nH]c3ccccc3c(=O)c2c1	-1.7	55	-1.7%	2.4%	-15%	i
14	COCCNC(=O)C(c1ccc(Cl)cc1)N(C(=O)Cn1nnc2ccccc21)c1cccnc1 (centres undefined)	-0.6	63	-0.1%	-5.0%	-36%[20 µM]	i
15	Cc1cc(C(=O)Nc2ccccc2C(=O)O)ccc1NC(=O)COc1cccc([N+](=O)[O-])c1	-0.7	44	0.2%	5.1%	-2%[20 µM]	i
16	CCOc1ccccc1NC(=O)NC1Cc2ccccc2C1	2.5	95	-0.5%	-4.0%	1%	i

cpd	T cell HTS vesicle-bound %	GPR55 antagonists	GPR35 antagonists	GPR55 beta-arrestin	Salmonella PhoP GFP
9	14	2%	-2%	-0.1%	2%
10	67	14%	5%	-0.1%	-6%
11	39	11%	9%	0.3%	-1%
12	18	-2%	4%	-0.2%	8%
13	31	9%	13%	-0.1%	10%
14	36	-4%	-5%	-0.1%	13%
15	44	-2%	9%	-0.2%	-8%
16	56	11%	-13%	-0.1%	-1%

Next section
cpd	Compound	NTR1 agonist	NTR1 agonist cell count 20 µM	West Nile antiviral	KOR beta-arrestin-1	KOR beta-arrestin-2	T cell HTS
17	O=C(c1ccc(F)cc1)N1C2CCC1CC(O)(c1ccc(F)cc1)C2 (centres undefined)	-0.7	81	-0.8%	2.4%	-11%	i
18	CC(C)(C)c1csc(NC(=O)c2cccs2)n1	-0.1	82	-0.4%	3.2%	16%	i
19	Cc1ccc(C(=O)N2CCCC2)c(F)c1F	-0.3	48	0.7%	4.1%	15%	i
20	C#CCOCCOCCOCCNc1nc(N2CCN(C(=O)[C@H]([C@@H](C)O)n3cc(CCCCN)nn3)CC2)nc(N2CCN(C(=O)[C@H](C)n3cc(CCCN=C(N)N)nn3)CC2)n1	0.9	117	-0.4%	0.7%	-36%	i
21	Cc1nc(SCC(=O)c2cc3ccccc3oc2=O)c(C#N)c(C)c1C(=O)Nc1ccccc1	/	/	0.7%	-2.4%	-16%	/
22	CN(C)S(=O)(=O)c1ccc(Cl)c(C(=O)Nc2ccc(S(=O)(=O)N3CCOCC3)cc2)c1	-0.1	51	-0.4%	2.9%	-57%	i
23	CCOc1cccc(CN2CCN(CCc3ccccc3)C(CCO)C2)c1O (centres undefined)	0.9	42	-1.3%	0.7%	-12%	i
24	Cc1ccc(NC(=O)CN(C)CC(=O)Nc2ccc(F)c(Cl)c2)cc1	2.1	42	-1.0%	7.4%	-60%	i

cpd	T cell HTS vesicle-bound %	GPR55 antagonists	GPR35 antagonists	GPR55 beta-arrestin	Salmonella PhoP GFP
17	24	-15%	4%	-0.2%	-9%
18	41	9%	18%	-0.2%	-7%
19	51	-1%	2%	-0.1%	10%
20	36	5%	8%	0.2%	-1%
21	/	4%	10%	-0.1%	-9%
22	28	4%	7%	-0.2%	-10%
23	28	2%	6%	0.2%	-11%
24	12	4%	-11%	0.2%	4%

Values in list order from the entries so far:
Nos. 14–21 in Salmonella PhoP GFP, in turn: 13%, -8%, -1%, -9%, -7%, 10%, -1%, -9%
Nos. 14–21 in GPR55 antagonists, in turn: -4%, -2%, 11%, -15%, 9%, -1%, 5%, 4%

Next structures.
cpd	Compound	NTR1 agonist	NTR1 agonist cell count 20 µM	West Nile antiviral	KOR beta-arrestin-1	KOR beta-arrestin-2	T cell HTS
25	CNC(=S)SCCOc1ccccc1C	0.6	70	-0.3%	5.2%	6%	i
26	CCNC(=S)NS(=O)(=O)c1ccc(Cl)cc1	-1.2	36	0.4%	0.7%	-11%	i
27	NNC(=O)c1c(O)c2cccc3c2n(c1=O)CCC3	2.3	35	-0.2%	-5.8%	-7%	i
28	COc1ccc(OCC(=O)NC(CC(=O)O)c2ccc(OC)c(OC)c2)cc1 (centres undefined)	2.1	50	-0.1%	-1.9%	-2%	i
29	Cc1ccc(NC(=O)c2ccc3ccccc3n2)nc1	1.5	79	0.5%	-1.5%	-35%	i
30	CCCCCCOc1ccc(OC(=O)c2ccncc2)cc1	-0.4	71	0.9%	-4.7%	16%	i
31	Cc1cc(C)c2c(c1)N[C@H](c1cccs1)[C@@H]1CCO[C@H]21	1.7	50	0.2%	0.9%	18%	i
32	CC(=O)NCCn1c(SCc2ccc(C)cc2C)nc2ccccc2c1=O	4.1	66	0.0%	2.1%	-14%	i

cpd	T cell HTS vesicle-bound %	GPR55 antagonists	GPR35 antagonists	GPR55 beta-arrestin	Salmonella PhoP GFP
25	8	-2%	12%	-0.1%	-1%
26	58	22%	2%	-0.2%	-2%
27	45	7%	4%	0.0%	25%
28	11	-4%	4%	0.2%	-5%
29	20	-8%	-1%	-0.3%	1%
30	45	-2%	14%	-0.3%	5%
31	20	16%	1%	-0.2%	-11%
32	44	-3%	7%	-0.1%	-16%

Next structures:
cpd	Compound	NTR1 agonist	NTR1 agonist cell count 20 µM	West Nile antiviral	KOR beta-arrestin-1	KOR beta-arrestin-2	T cell HTS
33	CSc1nsc(SCC(=O)N2CCc3ccccc32)n1	-0.8	50	0.5%	20%	12%	i
34	COc1cc(/C(C)=N/N2CCN(c3ccccc3OC)CC2)ccc1O	1.5	50	-0.4%	-1.2%	22%	i
35	CC(C)(C)C1=CC(=Nc2ccccc2N)C=C(C(C)(C)C)C1=O	-1.4	98	0.8%	1.2%	7%	i
36	COC(=O)C1=C(O)CSC1=Nc1ccccc1	-1.2	53	0.1%	1.4%	21%	i
37	C[C@H]1CC[C@@]2(O[C@H](CCO)C[C@@H](O)[C@@H]2O)O1	1.6	59	0.2%	/	-3%	i
38	CC(C)Cc1cc(-c2ccco2)c(C#N)c(N)n1	0.8	62	2.5%	-1.6%	10%	i

cpd	T cell HTS vesicle-bound %	GPR55 antagonists	GPR35 antagonists	GPR55 beta-arrestin	Salmonella PhoP GFP
33	21	-2%	0%	-0.1%	-1%
34	66	4%	-4%	0.0%	-3%
35	8	5%	-8%	-0.1%	-7%
36	19	2%	-6%	-0.2%	11%
37	20	7%	5%	-0.2%	-10%
38	37	-7%	5%	-0.3%	0%

Assay outcomes from PubChem.
